Screening results deposited in PubChem BioAssay by National Center for Advancing Translational Sciences (NCATS).
HT1080 IDH1KD tx: HT-1080 IDH1 knockdown cell toxicity (counter line); HT-1080 IDH1 knockdown viability, ATP luminescence, 48 h; Potency, µM (highest dose often 46.1 µM), for the others: top-dose activity, negative = toxicity, hits mostly cytotoxic; 2% of 360,000 active;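 also: potency is read from the fitted curve at half-maximal effect; 0% = DMSO wells and -100% = cell-free medium wells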
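Viability of IDH1-knockdown HT-1080 fibrosarcoma cells was assessed by CellTiter-Glo after 48 h at 37 °C with titrated compound; concentration-effect curves were classified by fit quality and response size.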
DRD3 agonist: agonists of human D3 dopamine receptor. P35462. AID 652048. 0.58% of 410,000 active. D3R DiscoveRx beta-arrestin cells, luminescence, 90 min. max activation, %; in the data active = max activation above about 30%; also: 0% is about no effect; mostly tested at two doses, the higher about 12 µM
Target sequence (P35462 whole entry, looked up): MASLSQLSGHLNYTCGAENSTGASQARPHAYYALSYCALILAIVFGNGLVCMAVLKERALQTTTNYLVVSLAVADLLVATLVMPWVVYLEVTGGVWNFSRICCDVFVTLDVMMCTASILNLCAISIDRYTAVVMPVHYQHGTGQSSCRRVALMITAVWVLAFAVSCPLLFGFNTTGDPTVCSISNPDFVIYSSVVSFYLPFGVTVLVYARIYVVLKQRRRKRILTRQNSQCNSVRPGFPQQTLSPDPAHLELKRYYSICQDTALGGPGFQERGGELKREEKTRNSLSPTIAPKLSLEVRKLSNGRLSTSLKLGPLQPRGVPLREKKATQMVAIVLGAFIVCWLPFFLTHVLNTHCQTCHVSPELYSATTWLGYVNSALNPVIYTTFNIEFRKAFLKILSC
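Agonist mode: compounds and dopamine controls were applied to plated cells for 90 min at 37 degrees C after an overnight attachment at 1500 cells/well. Luminescent read-out followed 30 - 60 minutes at room temperature with DiscoveRx detection reagent.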
DRD3 antagonist: antagonists of human D3 dopamine receptor; D3R cells, DiscoveRx beta-arrestin luminescence, antagonist mode; active compounds read low; P35462; max response, negative = inhibition, %; 2.5% of 360,000 active; in the data active = max response below about -50%; inconclusive = no clear call, values can overlap the other calls; also: % is scaled to controls: 0 for no effect and ±100 for the full control effect; mostly tested at two doses, the higher about 12 µM
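Cells expressing the human receptor were seeded at 1500 cells/well, incubated overnight at 37 degrees C in 5% CO2, then exposed to library compounds with dopamine controls for 90 minutes at 37 degrees C before luminescent detection.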
KB-3-1 cytotox: KB-3-1 parental cell cytotoxicity; 1.4% of 400,000 active; Potency, µM (top dose mostly 46.1 µM), without a hit: at the top dose activity change, negative = cytotoxic, usual class: cytotoxic; KB-3-1 viability, CellTiter-Glo ATP luminescence, 72 h; also: potency is read from the fitted curve at half-maximal effect; % is scaled to controls: 0 for no effect and ±100 for the full control effect; nearly all actives have a fitted effect of over 60% in size
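Screening of KB-3-1 cells (DMEM, 10% FBS, phenol-red free) ran from lowest to highest compound concentration; after 72 h at 37 °C viability was read luminescently and curves fitted.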
IL-1B inflam inh: inhibitors of inflammasome signaling (IL-1 beta secretion); activity change, % at 57.5 µM; THP-1 LPS/ATP IL-1B secretion, AlphaLISA, 16 h; active compounds read low; 4.7% of 360,000 active; in the data active = activity change below about -50%; inconclusive = mostly about -30% to -49%; also: % is scaled to controls: 0 for no effect and ±100 for the full control effect
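THP-1 cells pretreated 1 hr with compounds (up to 57.5 uM final), then stimulated with LPS (250 ng/mL final) plus ATP (1.25 mM final); secreted IL-1B measured by AlphaLISA after 16 hr, decreased signal indicating inhibition.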
GLP-1R agonist: activates the human GLP-1 receptor; P43220; HEK293 GLP-1R CRE-luciferase, luminescence, 4-6 h; cells express a hypersensitive GLP-1R form; Potency, µM (titrated, usually from 45.6 µM), for the others: at the top dose activation, actives largely listed as activators; 0.007% of 380,000 active; AID 624172; also: potency is read from the fitted curve at half-maximal effect; % of control where 0% means no effect
Target sequence (P43220 whole entry, looked up): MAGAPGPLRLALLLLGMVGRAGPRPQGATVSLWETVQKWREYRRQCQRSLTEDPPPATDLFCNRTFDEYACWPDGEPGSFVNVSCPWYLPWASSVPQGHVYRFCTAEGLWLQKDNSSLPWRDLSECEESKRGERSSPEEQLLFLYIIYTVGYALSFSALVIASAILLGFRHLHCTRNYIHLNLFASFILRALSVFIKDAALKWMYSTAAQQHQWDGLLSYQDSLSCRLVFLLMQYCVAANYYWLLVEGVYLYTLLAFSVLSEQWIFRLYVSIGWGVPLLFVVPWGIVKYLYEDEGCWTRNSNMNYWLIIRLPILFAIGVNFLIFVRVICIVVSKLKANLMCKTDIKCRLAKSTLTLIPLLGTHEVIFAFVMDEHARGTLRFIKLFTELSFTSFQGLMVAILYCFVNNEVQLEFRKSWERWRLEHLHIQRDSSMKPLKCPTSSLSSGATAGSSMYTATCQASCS
HT1080NT lethal: kills 2HG-producing HT-1080-NT fibrosarcoma cells; 1.6% of 360,000 active; Potency, µM (doses to about 46.1 µM), for inactives: at the highest dose activity, negative = less viability, usual class: cytotoxic; AID 686970; HT-1080-NT fibrosarcoma viability, CellTiter-Glo ATP luminescence, 48 h;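 also: NT is the 2HG producing partner of a matched IDH1 knockdown line; potency is read from the fitted curve at half-maximal effect; 0% = DMSO-treated cells and -100% = media-only wells without cells; nearly all actives have a fitted effect of over 55% in size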
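HT-1080-NT fibrosarcoma cells (2HG-overproducing), 750 cells/well in RPMI with 5% FBS, dosed after 2 h and incubated 48 h at 37C. CellTiter-Glo luminescence normalized to DMSO and no-cell wells; concentration-response curves fitted and classed.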
KB-V1 cytotox: kills drug-selected multidrug resistant KB-V1 cells; AID 1347076; KB-V1 MDR cells viability, CellTiter-Glo, 72 h; Potency, µM (highest dose often 46.1 µM), for the others: top-dose activity change, negative = cytotoxicity, usual class: cytotoxic; 3.4% of 400,000 active; also: potency is read from the fitted curve at half-maximal effect; % is scaled to controls: 0 for no effect and ±100 for the full control effect; nearly all actives have a fitted effect of over 60% in size
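Cytotoxicity via CellTiter-Glo luminescence after 72 h compound exposure at 37 degrees C. Cells: drug-selected KB-V1 line, DMEM phenol-red free plus 10% FBS. Compounds tested at multiple concentrations; normalized data fitted to concentration-effect curves.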
SW480 rerep: DNA re-replication induction in SW480 cells. AID 624297. Potency, µM (doses to about 46.1 µM), for the others: at the highest dose re-replication activation, actives largely listed as activators. 1.8% of 340,000 active. SW480 DNA re-replication, Hoechst DNA content imaging, 48 h; also: potency is read from the fitted curve at half-maximal effect; % of control where 0% means no effect; nearly all actives have a fitted effect of over 55% in size
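Hoechst fluorescence of nuclei (405 nm excitation, 500-530 nm emission) measured by plate-scanning imager after 48 hr compound exposure at 37 C; re-replication scored as increased number of nuclei with elevated intensity.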
* = called active by the depositor; ? = inconclusive; / = no result given; [ ] = another dose, or the depositor's remark. Unless noted, calls follow the shape of the dose curve; as a rule, active = well fitted curve in the direction sought with a large enough effect; inconclusive = small, poorly fitted or top-dose-only effect, or another doubt; inactive = no such curve, though single readings can be large; an effect the other way counts as inactive or inconclusive. Compounds were not picked by outcome; any-hit rate near 12%.

SMILES	HT1080 IDH1KD tx	DRD3 agonist	DRD3 antagonist	KB-3-1 cytotox	IL-1B inflam inh	GLP-1R agonist	HT1080NT lethal	KB-V1 cytotox	SW480 rerep
CC(=O)c1cccc(NC(=O)C2=CC(c3cccs3)=NS(=O)(=O)N2C)c1	10%	-9	2	3%	-22	12%	3%	-4%	-3%
O=C(COC(=O)Cc1ccc(F)cc1)NC1CCS(=O)(=O)C1 (configuration not stated)	9%	5	45	5%	-8	-1%	9%	16%	-3%
CCOC(=O)C1CCN(C(=O)c2cc(CN3C(=O)c4ccccc4C3=O)ccc2OCC)CC1	-1%	-1	2	11%	-16	16%	-9%	0%	?
O=C(CN1C(=O)COc2ccccc21)Nc1ccc(N2CCOCC2)cc1	5%	-8	-17	6%	-18	-2%	?	12%	0%
O=C(CCc1nc2ccccc2c(=O)[nH]1)OCCOc1ccc(Cl)cc1	2%	10	1	-3%	-15	33%	0%	6%	-2%
CCOC(=O)c1ccc(N2C(=O)c3[nH]nc(-c4ccc(C)cc4)c3C2c2cccc(F)c2)cc1 (configuration not stated)	/	7	/	?	/	-8%	/	?	/
COc1ccc(CNC(=O)Cc2ccc(NC(=O)C3=C(C)OCCS3)cc2)cc1	5.8µM*	-2	2	1µM*	49	5%	?	15µM*	?
O=C(CN1C(=O)c2ccccc2C1=O)Nc1ccccc1C(=O)NC1CCCCCC1	3%	-6	1	0%	17	-6%	3%	-17%	4%[9.22 µM]
Cc1cc(C)c(NC(=O)CN(C)C(=O)CNC(=O)c2cccs2)c(C)c1	12%	-6	-15	1%	8	-1%	-9%	0%	-3%
Cc1cccc(NC(=O)N2CCN(Cc3ccc(Cl)cc3)CC2)c1	-3%	-7	8	?	4	12%	-6%	-24%	-5%
COc1ccc(CN2CCN(S(=O)(=O)c3ccccc3)CC2)c(OC)c1OC	-7%	7	-5	-2%	-21	20%	1%	7%	-3%
O=S(=O)(Nc1ccc(NS(=O)(=O)c2ccccc2)cc1)c1ccccc1	-2%	-2	-15	8%	-19	9%	-6%	-11%	/
C/C(=N\NC(=O)c1ccc(Br)o1)c1cc2c(cc1NC(=O)CCC(=O)O)OCO2	5%	3	14	1%	26	-1%	0%	-5%	-6%
Nc1nc2c(c(=O)[nH]1)C(c1ccccc1)C1=C(N2)c2ccccc2C1=O (configuration not stated)	0%	-8	-5	3%	14	-1%	-6%	-2%	12%
CSc1ccccc1OCc1cc(C(=O)NC2CCc3ccccc32)no1 (configuration not stated)	0%	-3	-13	-2%	40	-1%	-9%	7%	21%
Cc1ccc(S(=O)(=O)Cn2nnnc2CN2CCCC3(CCCCC3)C2)cc1	-23%	8	9	12%	-4	10%	-18%	-27%	-4%
Cc1c(N)cc(S(=O)(=O)O)cc1NC(=O)c1cccc([N+](=O)[O-])c1	-2%	0	2	-2%	-2	9%	0%	-2%	-2%
CCOC(=O)C1CCCN(S(=O)(=O)c2cc3c4c(c2)CCC(=O)N4CCC3)C1 (configuration not stated)	-24%	0	1	-3%	30	18%	-28%	?	-4%
CC(C)NC(=O)N(C)C[C@H]1OCCCC[C@H](C)Oc2ccc(NS(=O)(=O)c3ccccc3)cc2C(=O)N([C@H](C)CO)C[C@H]1C	1%	3	15	1%	7	0%	13%	-8%	/
COC(=O)c1sc(S(=O)(=O)N2CCN(CCO)CC2)c(C(=O)OC)c1C	6%	-2	-20	25%	5	1%	3%	16%	?

Structures listed so far that have a Cl atom:
SMILES	HT1080 IDH1KD tx	DRD3 agonist	DRD3 antagonist	KB-3-1 cytotox	IL-1B inflam inh	GLP-1R agonist	HT1080NT lethal	KB-V1 cytotox	SW480 rerep
O=C(CCc1nc2ccccc2c(=O)[nH]1)OCCOc1ccc(Cl)cc1	2%	10	1	-3%	-15	33%	0%	6%	-2%
Cc1cccc(NC(=O)N2CCN(Cc3ccc(Cl)cc3)CC2)c1	-3%	-7	8	?	4	12%	-6%	-24%	-5%

Profiles as entered above. Order of screens: HT1080 IDH1KD tx	DRD3 agonist	DRD3 antagonist	KB-3-1 cytotox	IL-1B inflam inh	GLP-1R agonist	HT1080NT lethal	KB-V1 cytotox	SW480 rerep
CSc1ccccc1OCc1cc(C(=O)NC2CCc3ccccc32)no1 (configuration not stated) reads 0%	-3	-13	-2%	40	-1%	-9%	7%	21%
COc1ccc(CN2CCN(S(=O)(=O)c3ccccc3)CC2)c(OC)c1OC reads -7%	7	-5	-2%	-21	20%	1%	7%	-3%
CC(C)NC(=O)N(C)C[C@H]1OCCCC[C@H](C)Oc2ccc(NS(=O)(=O)c3ccccc3)cc2C(=O)N([C@H](C)CO)C[C@H]1C reads 1%	3	15	1%	7	0%	13%	-8%	/

(listing goes on)
SMILES	HT1080 IDH1KD tx	DRD3 agonist	DRD3 antagonist	KB-3-1 cytotox	IL-1B inflam inh	GLP-1R agonist	HT1080NT lethal	KB-V1 cytotox	SW480 rerep
CCCC(=O)Nc1ccc(Cl)c(NC(=O)CC)c1	11%	-2	-9	0%	-5	6%	3%	5%	6%[9.22 µM]
COc1ccc(N(CC(=O)NN=C2CCN(C)CC2)S(=O)(=O)c2ccc(NC(C)=O)cc2)cc1	-17%	-4	12	0%	3	5%	-18%	-1%	1%
Cc1cc(C)c2cc(CN(Cc3nnnn3C3CCCCC3)CC3CCCO3)c(=O)[nH]c2c1 (configuration not stated)	?	19	8	-3%	-6	-3%	?	-12%	21%
COc1ccc(S(=O)(=O)N2CCOCC2)cc1NC(=O)c1ccc2c(c1)OCCO2	2%	5	12	-1%	-12	1%	2%	?	-2%
COc1ccc(-c2nnc(SCC(=O)c3ccco3)n2-c2ccccc2)cc1	18%	-2	31	17%	-3	-8%	25%	11%	-2%
CC1Cc2ccccc2N1CC(=O)NC(c1ccccc1)c1ccccc1 (configuration not stated)	?	2	1	?	0	4%	?	?	?
CCc1cccc(C)c1NC(=S)N(CCN(C)C)Cc1cccs1	-12%	-5	-14	3%	?	3%	-8%	?	2%
COC(=O)C1(NC(=O)CNC(=O)OCc2ccccc2)CCCC1	12%	4	-3	-17%	-6	-12%	1%	-10%	-3%
C/C(CC1(O)/C(=N/O)CCc2nonc21)=N\O (configuration not stated)	?	-7	2	0%	6	-12%	24%	5%	-2%
Cc1ccc(-c2nnc3sc(-c4ccncc4)nn23)cc1	-17%	-8	-17	-3%	?	13%	-15%	-27%	-2%
Cc1ccc(S(=O)(=O)N2CCOCC(=O)NCCOCCNC(=O)COCC2)cc1	12%	-2	20	4%	6	-12%	5%	6%	1%
CC(NC(=O)CNC(=O)c1ccco1)c1ccccc1 (configuration not stated)	22%	-1	5	5%	13	1%	0%	-1%	-2%
COc1ccc(NC(=O)Cn2nnc(C(=O)NCc3cccs3)c2N)cc1Cl	-29%	0	-2	3%	-1	-5%	?	-7%	-12%
C=C(C)c1cccc(C(C)(C)NC(=O)N2CCN(CC)CC2)c1	16%	7	10	-3%	-6	-8%	12%	1%	-11%
Cc1ccccc1Nc1sc(C(=O)Nc2cccc(Cl)c2)c(N)c1C(N)=O	-1%	2	8	8%	?	-1%	-7%	-12%	12%
Cc1cc(Br)ccc1NS(=O)(=O)c1c(C)[nH]c(=O)[nH]c1=O	4%	-11	-25	9%	3	-2%	10%	0%	-5%
Cc1ccc2nc3c(cc(C(=O)NCc4ccccc4)c(=N)n3CCCn3ccnc3)c(=O)n2c1	-1%	-14	8	0%	?	3%	-5%	4%	5.2µM*
CCN(CC)C(=O)C1CCCN(Cc2nc(-c3cnccn3)no2)C1 (configuration not stated)	11%	11	-9	10%	14	-1%	9%	0%	-1%
COC(=O)C[C@H]1C=C[C@@H](NC(=O)C2CC2)[C@@H](CO)O1	29%	6	6	4%	22	/	18%	4%	/
CCCC(=O)OCCn1c(Br)nc2c1c(=O)[nH]c(=O)n2C	14%	-5	-1	0%	11	17%	0%	2%	1%

Looked up above:
Cc1cc(Br)ccc1NS(=O)(=O)c1c(C)[nH]c(=O)[nH]c1=O @ KB-3-1 cytotox = 9%
CCCC(=O)OCCn1c(Br)nc2c1c(=O)[nH]c(=O)n2C @ IL-1B inflam inh = 11
CC(NC(=O)CNC(=O)c1ccco1)c1ccccc1 (configuration not stated) @ HT1080NT lethal = 0%
Cc1ccccc1Nc1sc(C(=O)Nc2cccc(Cl)c2)c(N)c1C(N)=O @ KB-V1 cytotox = -12%
Cc1ccc2nc3c(cc(C(=O)NCc4ccccc4)c(=N)n3CCCn3ccnc3)c(=O)n2c1 @ SW480 rerep = 5.2µM*
CCN(CC)C(=O)C1CCCN(Cc2nc(-c3cnccn3)no2)C1 (configuration not stated) @ DRD3 antagonist = -9
